IP6K1 inh: inhibitors of human IP6K1; AID 1645851; actives 0.81% (n = 140,000); activity change, % (series mostly up to about 58 µM); IP6K1 kinase, ADP-Glo luminescence, 2 h; active compounds read low; in the data active means activity change below about -25%
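ADP-Glo luminescence measures ADP made by human IP6K1 during a 2 h RT reaction with ATP/IP6 (mix at 1.3 mM/130 uM); top library doses 57.5 and 19.1 uM final.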
HEK293 viab: cell viability loss counter-screen | HEK-293-SNCA-luc viability, GF-AFC fluorescence, 24 h | Potency, µM (series often up to 57.1 µM), without a hit: top-dose activity change, negative = cytotoxicity, hits mostly cytotoxic | actives 0.12% (n = 150,000);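 further: potency means the concentration at half of the fitted maximal effect; 0% = DMSO-treated cells and -100% = medium-only wells without cells; nearly all actives have a fitted effect of over 30% in size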
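Cytotoxicity counterscreen: after 24 h compound treatment of genome-edited SNCA-luciferase HEK-293 cells, live-cell protease substrate GF-AFC read by fluorescence after 30 min; activity scaled between DMSO (0%) and medium-only (-100%), curves Hill-fitted.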
NIH3T3 tox: cytotoxic compounds in NIH 3T3 cells; NIH 3T3 viability, CellTiter-Glo ATP luminescence, 48-72 h; Potency, µM (top dose mostly 96.7 µM), without a hit: top-dose activity change, negative = cytotoxicity, most hits filed as inhibitors; actives 4.3% (n = 94,000); AID 1345082; further: potency means the concentration at half of the fitted maximal effect; nearly all actives have a fitted effect of over 55% in size
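Cytotoxicity is measured as loss of cellular ATP: NIH 3T3 cells (400/well) are exposed to compound for 48 or 72 hr at 37 °C, then CellTiter-Glo luminescence is imaged after 10 min at room temperature.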
HEK cytotox: kills HEK 293 cells; HEK 293 viability, ATP luminescence (CellTiter-Glo), 48-72 h; Potency, µM (highest dose often 115 µM), for inactives: top-dose activity change, negative = cytotoxicity, actives largely listed as inhibitors; actives 6.6% (n = 94,000); further: potency means the concentration at half of the fitted maximal effect; nearly all actives have a fitted effect of over 60% in size
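CellTiter-Glo luminescence (cellular ATP) was read after 48 or 72 hr of compound exposure at 37 degree Celsius. Cells were HEK 293 plated at 250 cells/well.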
GPT2 inhibitor: blocks human glutamate pyruvate transaminase 2. AID 1671188. actives 0.25% (n = 100,000). Potency, µM (highest dose often 57.7 µM), for inactives: at the highest dose activity change, negative = inhibition, hits mostly inhibitors. Q8TD30. Recombinant GPT2, coupled pyruvate oxidase/HRP Amplex Red fluorescence; further: potency means the concentration at half of the fitted maximal effect; nearly all actives have a fitted effect of over 60% in size; many of its hits are not listed in these tables
Target sequence (Q8TD30 whole entry, looked up): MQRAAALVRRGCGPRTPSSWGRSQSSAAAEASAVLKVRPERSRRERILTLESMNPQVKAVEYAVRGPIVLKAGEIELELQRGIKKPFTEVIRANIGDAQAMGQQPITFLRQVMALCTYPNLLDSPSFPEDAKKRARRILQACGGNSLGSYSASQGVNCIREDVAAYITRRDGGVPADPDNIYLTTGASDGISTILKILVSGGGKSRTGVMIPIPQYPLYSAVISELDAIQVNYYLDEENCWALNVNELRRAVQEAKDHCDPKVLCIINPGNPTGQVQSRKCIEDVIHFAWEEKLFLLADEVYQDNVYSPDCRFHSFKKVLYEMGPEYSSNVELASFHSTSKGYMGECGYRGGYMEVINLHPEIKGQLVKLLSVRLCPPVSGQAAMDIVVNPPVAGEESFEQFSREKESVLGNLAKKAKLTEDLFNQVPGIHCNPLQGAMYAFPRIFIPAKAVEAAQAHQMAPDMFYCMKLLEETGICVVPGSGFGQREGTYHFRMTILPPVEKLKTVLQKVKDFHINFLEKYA
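Fluorescence read-out: pyruvate from GPT2 turnover coupled to pyruvate oxidase, HRP and Amplex Red (0.2mM ThPP, 0.2U/mL PO and HRP, 50uM Amplex final). Substrates 250uM a-KG, 2mM L-alanine; enzyme 10ng/uL; 30 min RT.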
SNCA expr inh: inhibitors of alpha-synuclein (SNCA) gene expression | HEK-293 SNCA-luciferase knock-in, luminescence, 24 h | Potency, µM (highest dose often 57.2 µM), for the others: top-dose activity change, negative = inhibition, actives largely listed as inhibitors | actives 0.17% (n = 140,000) | AID 1671194;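 further: potency means the concentration at half of the fitted maximal effect; plate controls were DMSO cells for no effect and cell-free wells for full effect; nearly all actives have a fitted effect of over 45% in size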
Luciferase inh: inhibitors of firefly (Photinus pyralis) luciferase. P08659. purified P. pyralis luciferase, luminescence, biochemical. Potency, µM (titrated, usually from 115 µM), for inactives: at the highest dose activity change, negative = inhibition, hits mostly inhibitors. actives 2.5% (n = 76,000). AID 1347043; further: potency means the concentration at half of the fitted maximal effect; nearly all actives have a fitted effect of over 65% in size
Target sequence (P08659 whole entry, looked up): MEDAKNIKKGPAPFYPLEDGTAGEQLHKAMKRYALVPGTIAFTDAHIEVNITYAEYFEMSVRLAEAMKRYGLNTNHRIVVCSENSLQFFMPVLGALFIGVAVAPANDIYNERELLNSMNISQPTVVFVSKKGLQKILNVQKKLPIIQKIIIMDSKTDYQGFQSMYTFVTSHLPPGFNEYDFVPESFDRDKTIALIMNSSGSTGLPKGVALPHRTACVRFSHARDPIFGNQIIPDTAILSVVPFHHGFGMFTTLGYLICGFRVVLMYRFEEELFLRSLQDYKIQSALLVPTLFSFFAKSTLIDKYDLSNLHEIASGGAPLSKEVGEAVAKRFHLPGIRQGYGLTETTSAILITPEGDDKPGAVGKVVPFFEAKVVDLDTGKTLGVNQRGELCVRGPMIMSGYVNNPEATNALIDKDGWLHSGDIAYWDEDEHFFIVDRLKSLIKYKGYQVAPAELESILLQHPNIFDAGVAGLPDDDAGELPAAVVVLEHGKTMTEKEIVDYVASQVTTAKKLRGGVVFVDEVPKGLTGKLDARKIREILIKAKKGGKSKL
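Biochemical qHTS: compound (6-point titration) added to 10uM D-luciferin plus 10uM ATP in Tris acetate pH 7.5 buffer with Mg, Tween-20 and BSA, then purified enzyme at 10nM; light output imaged.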
* marks the source's active call; other numbers are inactive results; i = inactive; ? = inconclusive; · = not tested or not shown; & = joins results of further samples; [ ] = dose if it differs, or a comment. Unless noted, the call rests on the fitted dose curve; in most records, active means well fitted curve in the direction sought with a large enough effect; inconclusive means small, poorly fitted or top-dose-only effect, or another doubt; inactive means no such curve, though single readings can be large; an effect the other way counts as inactive or inconclusive. Unless noted, on the % scale 0 is the no-effect control and ±100 the full control effect.

Compound	IP6K1 inh	HEK293 viab	NIH3T3 tox	HEK cytotox	GPT2 inhibitor	SNCA expr inh	Luciferase inh
O=C(c1ccc2oc(-c3ccncc3Cl)nc2c1)N1CCCCC1	1	13%[12.5 µM]	?	?	3%[88.5 µM]	28%[87.6 µM]	·
Cc1cccc(CNC(=O)C2CCN(c3nn4cc(-c5ccc(F)cc5)nc4s3)CC2)c1	1	0%	·	·	·	112%[activator]	·
O=C(NCc1ccc2c(c1)OCO2)c1nc(-c2ccc(Cl)cc2)c2cnccn12	0	23%	-25%	-26%	2%	156%[activator]	25µM*
CCOc1ccc(Nc2cc(C)nc3nc(Cc4ccc(Cl)cc4)nn23)cc1	3	-6%	·	·	·	-13%	·
Cc1noc(-c2ccc(OC3CN(S(=O)(=O)c4c(C)nn(C)c4C)C3)cc2)n1	16	3%	-9%	?	0%	-6%	3%
Cn1cc(CN2CCCC(COc3ccccc3C(=O)N3CCCC3)C2)c2ccccc21 (configuration not stated)	10	-10%	?	?	-1%	21%	8%
O=C(NC1CCCCC1)N1CCc2nn(CC3CC3)c(=O)n2CC1	-8	0%	-16%	-25%	-17%	-3%	0%
COc1ccc(-c2cc(N3CCC(NC(=O)c4cc(Cl)ccc4F)C3)n[nH]2)cc1 (configuration not stated)	15	3%	?	?	-23%	-8%	-11%
Cc1ccc(NC(=O)Cn2c(N(C)Cc3ccccc3)nc(C)cc2=O)c(Cl)c1	-4	0%	?	?	5%	-7%	-11%
Cc1cc(N2CCN(Cc3ccccc3)CC(O)C2)nc(N)n1 (configuration not stated)	3	-18%	-17%	-20%	2%	7%	-1%
CCN1C(=O)CCc2cc(NC(=O)c3ccc(F)cc3)ccc21	8	-2%	?	40µM*	i	124%[activator]	?
COc1ncc(-c2ccnc(-c3nnc(C)n3-c3ccccc3)c2)cn1	-16	7%[87.6 µM]	?	i	-2%[88.5 µM]	-8%[87.6 µM]	-7%[172 µM]
Cc1cc(Cn2cc3c4c(cccc42)[C@H](CC(C)C)N[C@H](C(=O)NC2CCC2)C3)no1	4	2%[87.6 µM]	?	79µM*	3%[88.5 µM]	11%[87.6 µM]	-3%[172 µM]
CCN(C)C(=O)C(C)N1CCc2onc(-c3ccc(-c4ccccc4)cc3)c2C1 (configuration not stated)	36	-5%	?	?	?	42%[activator]	20µM*
O=C(NCC1CC1)C1CCN(c2nc3ncccc3o2)CC1	7	-7%[87.6 µM]	-17%[138 µM]	-2%[172 µM]	3%[88.5 µM]	-6%[87.6 µM]	·
CC(=O)Nc1cccc(NC(=O)Cn2cnc3c(oc4ccccc43)c2=O)c1	14	10%	·	·	·	9%	·
Cc1ccc(CNC(=O)c2ccc(CN3CC(=O)N4CCCCC4C3=O)cc2)cc1 (configuration not stated)	20	6%	·	·	·	-13%	·
Cc1noc(C)c1S(=O)(=O)N1C[C@@H](C(=O)O)[C@H](c2ccccn2)C1	-12	9%	-12%	3%	i	-21%	-10%
COc1cccc(CNC(=O)c2nn(-c3ccccc3Cl)nc2CO)c1	-9	-1%	·	·	·	8%	·
Cc1ccccc1CN1C[C@@H]2C(=O)N(C)C(=O)[C@@H]2C1	8	1%	-1%	-3%	-5%	27%	-5%
COCC(=O)N1CCN(C(C)=O)C[C@@H]1C(=O)N[C@H](Cc1cccnc1)C(=O)OC	-7	-5%[87.6 µM]	-2%[174 µM]	1%[172 µM]	i	36%[activator][87.6 µM]	-3%[172 µM]
Cc1[nH]ncc1C(=O)N[C@@H]1CN(S(C)(=O)=O)C[C@H]1CN(C)C	15	6%	-4%	4%	i	-18%	-1%
CC(C)(O)CCc1cccc(C(=O)NCCNc2cccnc2)c1	13	5%	?	32µM*	?	5%	-3%
COc1ccc(-c2nc3c(c(=O)[nH]2)CCN(S(=O)(=O)C2CC2)C3)cc1	-5	8%	i	-1%	4%	-3%	0%
COc1cccc(-c2ccc(C(=O)N3CCC(NC(=O)C4CC4)CC3)cc2)c1	1&-7	0%&2%[12.5 µM]	?	?	i	-3%&2%	·

Two entries from above in a different format.
> Cc1noc(-c2ccc(OC3CN(S(=O)(=O)c4c(C)nn(C)c4C)C3)cc2)n1
  IP6K1 inh = 16	HEK293 viab = 3%	NIH3T3 tox = -9%	HEK cytotox = ?	GPT2 inhibitor = 0%	SNCA expr inh = -6%	Luciferase inh = 3%

> Cn1cc(CN2CCCC(COc3ccccc3C(=O)N3CCCC3)C2)c2ccccc21 (configuration not stated)
  IP6K1 inh = 10	HEK293 viab = -10%	NIH3T3 tox = ?	HEK cytotox = ?	GPT2 inhibitor = -1%	SNCA expr inh = 21%	Luciferase inh = 8%

Carrying on.
Order of values – IP6K1 inh	HEK293 viab	NIH3T3 tox	HEK cytotox	GPT2 inhibitor	SNCA expr inh	Luciferase inh
- COC(=O)c1ccccc1NC(=O)c1ccc2c(Cl)c3c(nc2c1)CCCC3
    5	-4%	·	·	·	-5%	·
- COc1ccc(CN2C(=O)[C@@H]3C[C@@H](O)CN3C3(CN(Cc4cccc(OC)c4)C3)C2=O)cc1
    -1	-2%	-12%	-17%	-12%	23%	1%
- COC(=O)c1c(NC(=O)c2ccc(OC)cc2OC)sc2c1CCCCC2
    -10	4%	·	·	·	-8%	·
- CC(=O)c1c(C)oc2ccc(N(C(=O)Oc3ccccc3)S(=O)(=O)c3ccccc3)cc12
    23	-1%	·	·	·	-1%	·
- O=C(COc1ccc(Cl)cc1)N1CCN(c2cc(-c3ccccc3)[nH]n2)CC1
    2	5%	?	89µM*	i	12%	-21%
- CCN(CC)S(=O)(=O)c1ccc2c(c1)nc(CN(C)C(=O)Nc1cccc(Cl)c1)n2C
    1	-19%	·	·	·	-11%	·
- O=C(c1cccs1)N1CCOc2ccc(N3CCCC3)cc2C1
    -2	-10%	?	18µM*	1.3µM*	-24%	·
- COc1ccc(C)cc1NC(=O)Nc1cccc(-c2noc(C)n2)c1
    -11	-6%	·	·	·	-6%	·
- COc1ccc(C(=O)N2CCCC(c3nn(-c4ccc(Cl)cc4)c(=O)[nH]3)C2)cc1 (configuration not stated)
    2	-21%	?	?	i	-3%	-4%
- Cc1cccc(OCC(=O)N[C@@H]2CCOC[C@H]2OCc2cscn2)c1C
    -7	8%	-4%	-7%	1%	7%	9%
- FC(F)(F)c1ccc(-c2cnc([C@@H]3COCCN3Cc3ccncc3)[nH]2)cc1
    -12	2%[87.6 µM]	-25%[138 µM]	?	i	-8%[87.6 µM]	-6%[172 µM]
- Cn1ccc(C(=O)N2CCC(c3nnc4n3C(C(=O)N3CCOCC3)CC4)CC2)n1 (configuration not stated)
    -13	10%	i	-3%	0%	47%[activator]	·
- c1ccc(-n2ncc3c(NC4CCCC4)ncnc32)cc1
    37	-18%	·	·	·	-17%	·
- COCCNc1nc(-c2c(C)noc2C)cc2cc(CO)oc12
    18	-12%[87.6 µM]	?	-15%[172 µM]	1%[88.5 µM]	64%[activator][87.6 µM]	0%[172 µM]
- Cc1ccc(C(=O)N2CCC(n3cc(-c4nc(C(C)C)no4)nn3)C2)cc1 (configuration not stated)
    -7	-12%	-26%	?	i	-18%	6%
- CC1(C)[C@H](Cc2cc(CCO)on2)C[C@@H]1NCc1ccccn1
    -8	-18%[87.6 µM]	-13%[138 µM]	3%[172 µM]	-7%[88.5 µM]	?	-1%[172 µM]
- CCOC(=O)CCNC(=O)N1CCC(C(=O)N2CCCCCCNC(=O)CC2)CC1
    6	6%	-8%	i	2%	21%	3%
- O=C(c1cccc(Cl)c1)N1CCC(c2nn(Cc3ccccc3)c(=O)[nH]2)CC1
    4&17	5%&6%	?	3%&-6%	i	-16%&9%	-2%&-12%
- O=C(Nc1cccc(-c2ccc(N3CCOCC3)nn2)c1)Nc1ccccc1C(F)(F)F
    -11	-7%	?	?	i	?	2.2µM*
- O=C1Nc2ccc(-c3ccsc3)cc2C(=O)N2C[C@H](O)C[C@@H]12
    -16	-2%[87.6 µM]	i	-11%[172 µM]	i	10%[87.6 µM]	11%[172 µM]

Continued:
Order of values – IP6K1 inh	HEK293 viab	NIH3T3 tox	HEK cytotox	GPT2 inhibitor	SNCA expr inh	Luciferase inh
- Cc1noc(C)c1[S+](=O)([O-])N1CCc2nc(-c3ccc(Cl)cc3)nc(-c3ccccc3)c2C1
    6	3%	-7%	-5%	2%	-2%	3%
- CCOc1ccc(NC(=O)C2CC(=O)NC(=Nc3ccc(Cl)c(Cl)c3)S2)cc1 (configuration not stated)
    19	3%	·	·	·	32%[activator]	·
- CC(=O)N1CCCc2cc(S(=O)(=O)N3CCCC(C(=O)NCc4ccc(Cl)cc4)C3)ccc21 (configuration not stated)
    -10	5%	·	·	·	?	·
- O=C(NCC(c1ccco1)S(=O)(=O)c1cccs1)c1ccc(F)cc1 (configuration not stated)
    -8	-6%	·	·	·	108%[activator]	·
- CCOCCn1c(=O)[nH]c2cc(C(=O)N3CCC(OC)CC3)ccc21
    -12	1%	1%	?	i	1%	0%
- COc1cc(OC)cc(-n2c(=O)c3sccc3n(Cc3cc(=O)n4c(C)cccc4n3)c2=O)c1
    6	3%	·	·	·	-4%	·
- OCc1ccc(-c2nccn2CCc2noc(-c3ccccc3)n2)o1
    -8	-1%	?	-25%	-1%	4%	7%
- COc1ccccc1NC(=O)C1=C(C)Nc2ncnn2C1c1ccc[nH]1 (configuration not stated)
    0	-2%	·	·	·	-18%	·
- Cc1ccccc1-c1nc(NC(=O)CSc2ncnc3sc4c(c23)CCCC4)ns1
    1	14%	·	·	·	36%[activator]	·
- Cc1nc(C)c(C(=O)N2C[C@@H](Oc3ccccc3)C[C@H]2C(=O)NC2CC2)s1
    10	-1%	i	i	-7%	37%[activator]	-6%
- O=C(Nc1cccc(F)c1)C1(CCO)CCN(c2ncccn2)C1 (configuration not stated)
    -5	-2%	2%	0%	-1%	10%	-2%
- COCCC(=O)N1C[C@@H](COc2cccnc2)[C@H](c2ccccn2)C1
    2	2%	3%	i	-4%	7%	-4%
- O=C1NCCCCCCN(C(=O)c2cnccn2)[C@H]2CCCC[C@@H]12
    9	5%	-8%	-6%	4%	-12%	5%
- COc1ccccc1NC(=O)CSc1oc(-c2ccco2)nc1S(=O)(=O)c1ccc(C)cc1
    -8	-6%	·	·	·	-15%	·

Gathered by group, the compounds so far containing a CF3 group
Order of values – IP6K1 inh	HEK293 viab	NIH3T3 tox	HEK cytotox	GPT2 inhibitor	SNCA expr inh	Luciferase inh
- FC(F)(F)c1ccc(-c2cnc([C@@H]3COCCN3Cc3ccncc3)[nH]2)cc1
    -12	2%[87.6 µM]	-25%[138 µM]	?	i	-8%[87.6 µM]	-6%[172 µM]
- O=C(Nc1cccc(-c2ccc(N3CCOCC3)nn2)c1)Nc1ccccc1C(F)(F)F
    -11	-7%	?	?	i	?	2.2µM*

Bioassay records from PubChem.
